High-throughput results as filed in PubChem BioAssay.
Imprint erasure – genomic imprint erasure induction. mouse ES Peg3-LacZ reporter, beta-gal luminescence, 40 h. Potency, µM (doses to about 60.7 µM), for the others: at the top dose activity change, positive = activation, actives largely listed as activators. 110,000 compounds, 0.02% hits;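 further: 0% = negative control wells on the plate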
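Imprint erasure is scored as LacZ activity from the silenced maternal Peg3 allele in feeder-free female ES cells cultured 40 h with LIF. Luminescence is normalized to in-plate negative controls and fitted to the Hill equation.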
IkB signaling – suppresses IkB signaling in ABC-DLBCL reporter cells; Potency, µM (titrated, usually from 57.1 µM), for inactives: at the top dose IkBa stabilization activation; 110,000 compounds, 0.04% hits; ABC-DLBCL IkBa-CBG/CBR dual luciferase ratio, 4 h; response scale: scaled: untreated 0%, proteasome inhibitor 100%; AID 445; active means well fitted curve in the direction sought with a large enough effect in the signal ratio, not every such curve was filed as active; inconclusive means small, poorly fitted or top-dose-only effect, or a change in a side signal; the % refers to the signal ratio;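 further: the direction sought is a rising ratio; 0% = basal untreated cells and 100% = reference inhibitor full response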
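In this assay, an IκBα–CBG68 fusion accumulates when IKK-driven degradation is blocked; native CBR normalizes for cell number. OCI-Ly3 cells were treated 4 h with compound and doxycycline, then green and red light read after Chroma-Glo addition.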
p53ts 32C kill – kills p53ts cells at the permissive temperature; H1299-p53A138V at 32C, ATP luminescence viability, 24 h; Potency, µM (top dose mostly 46.1 µM), for the others: top-dose activity change, negative = cytotoxicity, actives largely listed as cytotoxic; 130,000 compounds, 0.93% hits; AID 924;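 further: 0% = DMSO and -100% = full killing by reference compound; nearly all actives have a fitted effect of over 55% in size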
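H1299-p53 A138V cells (temperature-sensitive p53) exposed 24 h to up to 46 uM compound at 32C, where p53 is wild-type in conformation. Viability read as ATP luminescence and normalised to DMSO and 100 uM tamoxifen. AC50 fitted with the Hill equation.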
p53ts 39C tox – p53ts cell cytotoxicity, nonpermissive temperature | H1299-p53A138V viability at 39C, ATP luminescence, 24 h | Potency, µM (doses to about 46.1 µM), for inactives: top-dose activity change, negative = cell killing, actives largely listed as cytotoxic | 130,000 compounds, 1.5% hits; further: nearly all actives have a fitted effect of over 55% in size
* hit, by the source's call; ? = inconclusive; nt = not tested or not shown; [ ] = remark or other dose. Unless noted, the call rests on the fitted dose curve; in most records, active means well fitted curve in the direction sought with a large enough effect; inconclusive means small, poorly fitted or top-dose-only effect, or another doubt; inactive means no such curve, though single readings can be large; an effect the other way counts as inactive or inconclusive. Unless noted, on the % scale 0 is the no-effect control and ±100 the full control effect; potency means the concentration at half of the fitted maximal effect. An unsorted share of the library; about 1.7% have a hit in one of these screens.

Preview:
1) CCCC(=O)Nc1cccc(-c2nc3ccccc3o2)c1
2) COc1ccc(-c2nc3ccccc3s2)cc1NC(=O)c1cc2ccccc2o1
3) C/C(=N\OCC(=O)Nc1cc(C)cc(C)c1)c1ccc2c(c1)OCCO2
4) Cc1cccc(NC(=O)C2CC(O)CN2C(=O)OCc2ccccc2)c1 (stereo not drawn)
Assay by compound	1	2	3	4
IkB signaling	0.7%	-1.3%	nt	2.3%
p53ts 39C tox	4.5%	0.6%	9.1%	0.3%
Imprint erasure	-13.8%	-4.8%[10.9 µM]	nt	-3.1%
p53ts 32C kill	2.1%	-7.2%	34.1%[activator]	0.4%

All compounds of this part, from the start:
1) CCCC(=O)Nc1cccc(-c2nc3ccccc3o2)c1
2) COc1ccc(-c2nc3ccccc3s2)cc1NC(=O)c1cc2ccccc2o1
3) C/C(=N\OCC(=O)Nc1cc(C)cc(C)c1)c1ccc2c(c1)OCCO2
4) Cc1cccc(NC(=O)C2CC(O)CN2C(=O)OCc2ccccc2)c1 (stereo not drawn)
5) Cc1ccc(C2CCN(C(=O)Nc3ccc(Cl)c(Cl)c3)C2)cc1 (stereo not drawn)
Assay by compound	1	2	3	4	5
IkB signaling	0.7%	-1.3%	nt	2.3%	0.1%
p53ts 39C tox	4.5%	0.6%	9.1%	0.3%	-7.4%
Imprint erasure	-13.8%	-4.8%[10.9 µM]	nt	-3.1%	-3.9%[10.9 µM]
p53ts 32C kill	2.1%	-7.2%	34.1%[activator]	0.4%	17.7%

6) CCCSc1nc2c(c(=O)n(C)c(=O)n2C)n1Cc1ccc(C)cc1
7) COc1ccccc1CCNC(=O)c1cc2ccccn2n1
8) CCc1nnc(SCc2nc(-c3ccc(OC)c(OC)c3)oc2C)c2cc3sc(C)cc3n12
9) CC(=O)C1=C(O)C(=O)N(c2cc(C(C)(C)C)on2)C1c1ccc(C(C)C)cc1 (stereo not drawn)
10) C/C(N)=C(/C#N)C(=O)CN1CCCCC1
Assay by compound	6	7	8	9	10
IkB signaling	-1.4%	?	0.9%	3.2%	1.0%
p53ts 39C tox	4.1%	?	6.1%	8.0%	-1.2%
Imprint erasure	-3.5%	10.5%[10.9 µM]	-10.5%[10.9 µM]	-3.5%	-0.1%
p53ts 32C kill	7.9%	-29.8%	6.1%	-2.3%	0.9%

11) O=C(CCCOc1ccccc1)N1CCN(C(=O)c2ccco2)CC1
12) COc1ccc(CCNC(=O)Cn2c(=O)c3sccc3n(CC(=O)Nc3cccc(C(F)(F)F)c3)c2=O)cc1OC
13) CCCN(C(=O)c1nn(-c2ccc(C)cc2)c(=O)c2c1c1ccccc1n2C)c1ccccc1C
14) COc1ccc(OC)c(CNS(=O)(=O)c2ccc(-c3coc(C)n3)cc2)c1
15) O=C1CC(c2ccccc2)Cc2[nH]c(=O)c(C(=O)Nc3cccc(Cl)c3)cc21 (stereo not drawn)
Assay by compound	11	12	13	14	15
IkB signaling	1.2%	-0.2%	0.7%	1.9%	0.9%
p53ts 39C tox	4.5%	21.9%	7.1%	-17.6%	47.4%[activator]
Imprint erasure	-8.0%	11.7%[10.9 µM]	-1.6%[10.9 µM]	-10.6%[10.9 µM]	-13.5%[10.9 µM]
p53ts 32C kill	-0.2%	-3.3%	4.8%	5.8%	-0.6%

16) CC(=O)N1CC=CC1(CC(C)C)C(=O)NCC1CC1 (stereo not drawn)
17) COc1ccc(S(=O)(=O)N2CCC(O)(c3ccc(Cl)cc3)CC2)cc1
18) O=C1Nc2ccccc2C12OCCO2
19) CCc1cc(C(=O)OC)c(NC(=O)CCCC(=O)O)s1
20) Oc1c(C(c2ccc(F)cc2)N2CCN(Cc3ccccc3)CC2)sc2nc(-c3ccco3)nn12 (stereo not drawn)
Assay by compound	16	17	18	19	20
IkB signaling	nt	0.1%	0.3%	-1.5%	?
p53ts 39C tox	-12.7%	-0.3%	3.4%	-2.4%	-9.3%
Imprint erasure	-11.6%	0.7%	-3.4%	-1.0%	19.1%[10.9 µM]
p53ts 32C kill	-1.9%	-1.1%	4.5%	-14.7%	8.4%

21) C/C(=N\O)c1ccc(N2C(=O)C3CC=C(Cl)CC3C2=O)cc1 (stereo not drawn)
22) COc1ccccc1OCC(=O)Nc1ccccc1C(=O)NCc1ccco1
23) Cc1ccc(C2C3=C(CCCC3=O)Nc3[nH]c(=S)[nH]c(=O)c32)cc1 (stereo not drawn)
24) COc1ccc(CNC(=O)CCc2c(C)c3cc4c(C)coc4c(C)c3oc2=O)cc1OC
25) O=C(CN1C(=O)NC2(CCc3ccccc32)C1=O)Nc1cc(C(F)(F)F)ccc1N1CCOCC1 (stereo not drawn)
Assay by compound	21	22	23	24	25
IkB signaling	2.0%	nt	1.4%	0.1%	2.4%
p53ts 39C tox	-4.8%	13.6%	-8.4%	-23.4%	-8.5%
Imprint erasure	-23.4%	nt	-7.2%	-14.1%[10.9 µM]	-8.9%
p53ts 32C kill	-5.7%	-0.5%	7.6%	2.0%	10.1%

26) COc1cccc(CNC(=O)CCCn2nc(C)n3c(cc4sccc43)c2=O)c1
27) O=C(Nc1cnccn1)c1cccnc1
28) CCOC(=O)COc1ccc2c(c1)c(C(=O)OCC)c(C)n2CC
29) COc1ccc(CCNC(=O)CCc2c(C)nc3c(-c4ccc(F)cc4)c(C)nn3c2C)cc1OC
30) COCCCNC(=O)c1c(NC(=O)Cc2coc3c(C)c(C)ccc23)sc2c1CCCC2
Assay by compound	26	27	28	29	30
IkB signaling	-1.4%	-0.2%	0.0%	?	?
p53ts 39C tox	-11.3%	10.3%	4.7%	-17.0%	-17.9%
Imprint erasure	-9.1%[10.9 µM]	11.8%	-16.7%	-3.8%[10.9 µM]	-13.8%[10.9 µM]
p53ts 32C kill	1.7%	2.9%	12.7%	13.9%	?

31) Cc1cc(C)cc(Oc2nc3ccccn3c(=O)c2/C=C(\C#N)c2nc3ccccc3s2)c1
32) COc1cc(-c2noc(-c3cc4cc(F)ccc4oc3=O)n2)cc(OC)c1OC
33) CC(C)Cn1cc(NC(=O)N2CCN(c3cccc(Cl)c3)CC2)c2ccccc2c1=O
34) COc1cccc(CNS(=O)(=O)c2cn(C)cn2)c1
35) Cc1cc(N2CCN(c3ccccc3)CC2)nc(N)n1
Assay by compound	31	32	33	34	35
IkB signaling	?	-1.7%	?	-1.5%	nt
p53ts 39C tox	6.5%	-13.6%	-3.8%	-9.5%	1.1%
Imprint erasure	9.2%[10.9 µM]	-4.9%[10.9 µM]	-4.7%[10.9 µM]	4.4%	nt
p53ts 32C kill	9.6%	1.2%	-13.7%	-5.4%	5.1%

36) CCOc1ccc(NC(=O)CSc2nc3ccccc3nc2N2CCOCC2)cc1
37) NC(N)=N/N=C\c1ccc(O)c(C(=O)O)c1
38) COc1cc(S(=O)(=O)N2CCCCC2)ccc1NC(=O)c1ccccc1Cl
39) CCOC(=O)C(C)Sc1nnc(-c2ccccc2O)n1Cc1ccccc1 (stereo not drawn)
40) O=C(NCCc1ccccc1)C1CCN(c2nc3ccccc3nc2C(F)(F)F)CC1
Assay by compound	36	37	38	39	40
IkB signaling	?	1.3%[11.4 µM]	nt	0.0%	-2.7%
p53ts 39C tox	-7.1%	-1.8%[9.22 µM]	-12.1%	-4.0%	7.2%
Imprint erasure	-7.7%[10.9 µM]	-10.5%[10.9 µM]	nt	-10.7%	-10.4%[10.9 µM]
p53ts 32C kill	6.1%	2.4%[9.22 µM]	12.8%	2.2%	-4.4%

41) O=c1cc(CN2CCN(CCO)CC2)c2cc3c(cc2o1)CCC3
42) Cc1cc2cc(CNC(=O)c3ccc4c(c3)OCO4)ccc2[nH]1
43) O=C(CC1CCS(=O)(=O)C1)NC1CCCCC1 (stereo not drawn)
44) Clc1ccc(OCCn2ccnc2)c(Cl)c1
45) CCOc1ccc(C(C)(C)C)cc1S(=O)(=O)n1nc(C)cc1C
Assay by compound	41	42	43	44	45
IkB signaling	-1.8%	?	-0.1%	-4.9%	nt
p53ts 39C tox	0.4%	-10.5%	-6.2%	-1.4%	0.7%
Imprint erasure	-8.2%	-22.6%	-2.7%	-21.2%	nt
p53ts 32C kill	-5.4%	-6.5%	-1.6%	-1.6%	-13.4%

46) Cc1c(C(=O)N(Cc2ccccc2F)C2CCS(=O)(=O)C2)oc2ccccc12 (stereo not drawn)
47) Cc1c(C(=O)N(C)C)sc2c1c(=O)n(-c1ccc(Cl)c(Cl)c1)c(=O)n2CC(=O)C(C)(C)C
48) COc1cc(NC(=O)NCC2CCN(Cc3ccccc3Cl)CC2)cc(OC)c1OC
49) CCCCOc1ccccc1NC(=O)C=C(C)C
50) COc1cccc(N(CC(=O)Nc2cccc(C(C)=O)c2)S(C)(=O)=O)c1
Assay by compound	46	47	48	49	50
IkB signaling	?	-0.3%	-1.1%	0.9%	1.2%
p53ts 39C tox	7.6%	-7.1%	7.6%	5.7%	-18.1%
Imprint erasure	-9.2%[10.9 µM]	-7.7%[10.9 µM]	-15.7%[10.9 µM]	-11.6%	-7.9%
p53ts 32C kill	2.6%	-4.8%	9.1%	0.7%	-8.3%

Three entries drawn at random from the list so far:
47) Cc1c(C(=O)N(C)C)sc2c1c(=O)n(-c1ccc(Cl)c(Cl)c1)c(=O)n2CC(=O)C(C)(C)C
50) COc1cccc(N(CC(=O)Nc2cccc(C(C)=O)c2)S(C)(=O)=O)c1
46) Cc1c(C(=O)N(Cc2ccccc2F)C2CCS(=O)(=O)C2)oc2ccccc12 (stereo not drawn)
Assay by compound	47	50	46
IkB signaling	-0.3%	1.2%	?
p53ts 39C tox	-7.1%	-18.1%	7.6%
Imprint erasure	-7.7%[10.9 µM]	-7.9%	-9.2%[10.9 µM]
p53ts 32C kill	-4.8%	-8.3%	2.6%

The listing continues.
51) CNC(=O)c1c(N)sc2c1CCCCC2
52) CC[C@H](CO)NCCN[C@@H](CC)CO
53) COc1cc(C2c3c(-c4cc(C)ccc4O)n[nH]c3C(=O)N2Cc2cccnc2)cc(OC)c1OC (stereo not drawn)
54) COc1ccc(C2CC(=O)c3c([nH]c(C(=O)OC4CCCC4)c3C)C2)cc1OC (stereo not drawn)
55) COc1ccc(NC(=O)c2c(NCc3ccc(C)o3)sc3c2CCC(C)C3)cc1 (stereo not drawn)
Assay by compound	51	52	53	54	55
IkB signaling	3.5%	0.9%[25.6 µM]	-0.4%	6.0%	-2.0%
p53ts 39C tox	7.2%	6.1%[20.6 µM]	-10.4%	-8.7%	63.8%
Imprint erasure	-1.7%	-0.5%[16.8 µM]	-6.0%[10.9 µM]	-8.7%[10.9 µM]	-9.2%[10.9 µM]
p53ts 32C kill	5.2%	3.7%[20.6 µM]	6.7%	8.8%	11.5%

56) O=C(CCC(=O)c1ccc[nH]1)c1ccc(Cl)cc1
57) Cc1cc(C)c2c(CC(=O)Nc3ccc(S(=O)(=O)N4CCCC(C)C4)cc3)coc2c1 (stereo not drawn)
58) O=C(CSc1ncc2c(n1)-c1cc(Cl)ccc1N(Cc1ccccc1)S2(=O)=O)Nc1ccc(F)cc1F
59) CC(=O)N1CCc2cc(CNC(=O)Cc3ccc(F)cc3)ccc21
60) Cc1ccccc1CNC(=O)c1ccc(CS(=O)Cc2ccc(Cl)cc2)o1 (stereo not drawn)
Assay by compound	56	57	58	59	60
IkB signaling	6.5%	?	4.3%	-0.6%	1.1%
p53ts 39C tox	-14.0%	-7.5%	?	-7.0%	-12.8%
Imprint erasure	-9.2%	-2.9%[10.9 µM]	-14.9%[10.9 µM]	6.5%[10.9 µM]	-8.1%[10.9 µM]
p53ts 32C kill	-17.4%	13.1%	4.8%	-3.8%	-6.3%

61) COc1cc(C(=O)N2CCN(C(=O)c3ccco3)CC2)cc(OC)c1OC
62) CCNc1ncc2ncc(=O)n(Cc3cccc(OC)c3)c2n1
63) O=C(Nc1nonc1-c1ccc(Cl)cc1)c1ccccc1F
64) CCCCOC(=O)c1ccc(NS(=O)(=O)c2cc(-c3nnnn3CC)ccc2OC)cc1
65) O=C(Nc1ccc(S(=O)(=O)N2CCCCC2)cc1)c1cnccn1
66) O=C(CN1C(=O)CSC1=O)N1CCc2ccccc2C1
Assay by compound	61	62	63	64	65	66
IkB signaling	1.2%	1.2%[11.4 µM]	?	4.5%	0.7%	0.6%
p53ts 39C tox	0.5%	-9.7%	-18.0%	1.5%	-4.5%	3.3%
Imprint erasure	-5.5%	?	-13.6%[10.9 µM]	-9.3%	5.7%	12.7%
p53ts 32C kill	-9.6%	5.3%	-1.7%	2.3%	3.0%	-0.4%
